Lamin A splicing: modulators of lamin A splicing; HeLa LMNA splicing GFP/RFP minigene ratio, 48 h; Potency, µM (series often up to 46.1 µM), for the others: at the highest dose ratio change, negative = inhibition, most hits filed as inhibitors; 0.01% of 200,000 active; active = well fitted inhibition curve with a large enough effect in the signal ratio, with a control signal flat, not every such curve was filed as active; inconclusive = small, poorly fitted or top-dose-only effect, or effect the other way, or a change in a side signal; the % refers to the signal ratio; note: % is set by controls: 0 for no effect and ±100 for the full control effect
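S3 HeLa cells stably expressing lamin A-EGFP splicing minigene plus DsRed2, 600 cells/well, 48 h compound exposure at 37C. Laser-scanning cytometry; analysed as GFP (500-530 nm)/RFP (575-640 nm) total intensity ratio; 0.5% DMSO vehicle.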
Epigenetic reg: derepresses silenced GFP reporter in murine cells | murine LDR cells, GFP reporter derepression, 30 h | Potency, µM (series often up to 53.9 µM), for inactives: top-dose GFP activation, hits mostly activators | 0.2% of 280,000 active | AID 1865; active = well fitted activation curve with a large enough effect; inconclusive = small, poorly fitted or top-dose-only effect; note: % of control where 0% means no effect; nearly all actives have a fitted effect of over 60% in size
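In this reporter-derepression format, murine cells bearing a silenced integrated CMV-GFP locus incubate with test compound (30 h, 37 C), then are washed and imaged; fluorescent objects of 20–120 um count as induced cells.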
* hit, by the source's call; [ ] = remark or other dose. Potency is the fitted concentration of half-maximal effect.

How did COc1ccc(C(=O)Nc2ccc3c(c2)CCCN3S(=O)(=O)c2ccc(C)cc2)cc1 do in these assays?
Lamin A splicing: inconclusive; Epigenetic reg: 0.9%

Results for COc1ccc(-c2nc(SCC(=O)NCCc3ccccc3)n[nH]2)cc1 ?
Lamin A splicing: inconclusive; Epigenetic reg: 4.9%

How did CN(c1ccccc1)S(=O)(=O)c1nnc(NC(=O)COc2ccccc2)s1 do in these assays?
Lamin A splicing: 9.2%[46 µM]; Epigenetic reg: 1.4%

Results for COc1ccc(OCC(=O)N(Cc2cccs2)c2ccc(OC)cc2)cc1 ?
Lamin A splicing: 16.3%[46 µM]; Epigenetic reg: -1.6%

Results for Cc1nc(S(=O)(=O)N2CCN(c3ccccc3F)CC2)cn1C ?
Lamin A splicing: 12.9%[46 µM]; Epigenetic reg: 0.0%

How did COc1ccc(N2CCN(C(=O)Cn3c(-c4cccs4)cc4ccccc43)CC2)cc1 do in these assays?
Lamin A splicing: 4.9%[46 µM]; Epigenetic reg: 0.0%

What do the screens show for `O=C(c1cccc(Cl)c1)N1CCN(CCc2ccccn2)CC1`?
Lamin A splicing: inconclusive; Epigenetic reg: -3.2%

What do the screens show for `CCCOc1ccc(-c2cccc(NS(=O)(=O)c3ccc(CC)cc3)c2)nn1`?
Lamin A splicing: -21.3%[46 µM]; Epigenetic reg: 1.1%

What do the screens show for `Cc1cc(C)c(NC(=O)Cn2nc3c(cc2=O)CCCC3)c(C)c1`?
Lamin A splicing: -11.5%[46 µM]; Epigenetic reg: 0.0%

What do the screens show for `CCOc1cc(C(=O)NCCc2csc3nc(-c4ccc(C)cc4)nn23)cc(OCC)c1OCC`?
Lamin A splicing: inconclusive; Epigenetic reg: -1.2%

What do the screens show for `CN(C)CCNC(=O)C1CCN(Cc2cc3ccccc3n2Cc2ccccc2)CC1`?
Lamin A splicing: 6.1%[46 µM]; Epigenetic reg: 6.5%

How did Cc1cccc(OCC(=O)NCc2ccc3c(c2)CCN3C(=O)c2ccc(Cl)cc2)c1 do in these assays?
Lamin A splicing: 8.3%[46 µM]; Epigenetic reg: -1.3%

What do the screens show for `COc1ccc(Cn2ccc3nc(C)c(C(=O)NCc4ccc(SC)cc4)cc3c2=O)cc1`?
Lamin A splicing: 12.0%[46 µM]; Epigenetic reg: 7.4%

What do the screens show for `CCOC(=O)CSc1nc2ccc(NC(=O)c3ccccc3F)cc2s1`?
Lamin A splicing: -12.2%[46 µM]; Epigenetic reg: -3.2%

Results for CCCC(=O)NCC(c1ccc2c(c1)OCO2)N1CCN(c2ccc(F)cc2)CC1 (stereo unspecified) ?
Lamin A splicing: -8.3%[46 µM]; Epigenetic reg: 1.4%

What do the screens show for `Cc1ccc(NC(=O)N2CCN(c3nnc(C)c4c(C)n(-c5ccccc5)nc34)CC2)c(Cl)c1`?
Lamin A splicing: 1.8%[46 µM]; Epigenetic reg: 0.0%

What do the screens show for `CN(C(=O)CSc1nnc(-c2ccc([N+](=O)[O-])cc2)o1)C1CCCCC1`?
Lamin A splicing: 23.9%[46 µM]; Epigenetic reg: -3.2%

How did COc1ccc(C2=C(C)C(N3CCC(C(=O)NCc4ccco4)CC3)=NS2(=O)=O)cc1 do in these assays?
Lamin A splicing: -5.7%[46 µM]; Epigenetic reg: 1.1%

What do the screens show for `COc1ccc(CCNC(=O)C2CCN(S(=O)(=O)c3c(C)noc3/C=C/c3ccc(C)cc3)CC2)cc1OC`?
Lamin A splicing: -1.1%[46 µM]; Epigenetic reg: 0.0%

What do the screens show for `COc1ccc(OC)c(NC(=O)CSc2nccn2-c2cc(C)cc(C)c2)c1`?
Lamin A splicing: -9.9%[46 µM]; Epigenetic reg: 1.4%

What do the screens show for `Cc1cc(C)cc(NS(=O)(=O)c2ccc(N3CCCCS3(=O)=O)cc2)c1`?
Lamin A splicing: -9.1%[46 µM]; Epigenetic reg: -3.1%

How did Cc1ccccc1OCC(=O)OCc1cc(=O)n2nc(C3CC3)sc2n1 do in these assays?
Lamin A splicing: 2.2%[46 µM]; Epigenetic reg: 0.8%

Results for O=C(Nc1cc(Cl)cc(Cl)c1)c1ccc(F)c(S(=O)(=O)N2CCc3ccccc32)c1 ?
Lamin A splicing: inconclusive; Epigenetic reg: 3.5%

How did COc1ccc(C(=O)NCC(c2ccc3c(c2)OCO3)N2CCN(C)CC2)cc1OC (stereo unspecified) do in these assays?
Lamin A splicing: -6.6%[46 µM]; Epigenetic reg: 0.0%

What do the screens show for `COc1ccc(S(=O)(=O)Nc2cccc(-c3ccc(N4CCC(C)CC4)nn3)c2)c(OC)c1`?
Lamin A splicing: 11.2%[46 µM]; Epigenetic reg: 1.7%

Results for COc1ccc(N2CCN(C(=O)c3c(C)oc4nc(C)nc(N5CCCC5)c34)CC2)cc1 ?
Lamin A splicing: 14.1%[46 µM]; Epigenetic reg: -1.3%

What do the screens show for `CCc1ccc(NC(=O)c2cnc3sc(N4CCCC4)nn3c2=O)cc1`?
Lamin A splicing: 12.3%[46 µM]; Epigenetic reg: 1.5%

How did CCOC(=O)c1ccccc1NC(=O)Cc1c(C(=O)O)c(C)cn1C do in these assays?
Lamin A splicing: inconclusive; Epigenetic reg: 1.3%

Results for COc1cc(OC)cc(N2C(=O)N(Cc3ccc(C(C)(C)C)cc3)c3ccccc3S2(=O)=O)c1 ?
Lamin A splicing: inconclusive; Epigenetic reg: 0.0%

Results for O=C(c1ccccc1)N1c2ncnn2C2(CCCCC2)[C@@H]2CCCC[C@@H]21 ?
Lamin A splicing: -18.4%[46 µM]; Epigenetic reg: -1.6%

How did COc1ccc(-c2c(C)c3cc(OC(=O)N4CCOCC4)ccc3oc2=O)cc1OC do in these assays?
Lamin A splicing: 16.0%[46 µM]; Epigenetic reg: 0.7%

Results for CCCCN(C)C(=O)c1ccc2c(c1)N(Cc1cccc(Cl)c1)C(=O)c1ccccc1S2=O (stereo unspecified) ?
Lamin A splicing: inconclusive; Epigenetic reg: -1.1%

What do the screens show for `COc1ccccc1N1CCN(C(CNC(=O)C(=O)NCCc2ccccc2)c2cccnc2)CC1` (stereo unspecified)?
Lamin A splicing: -12.0%[46 µM]; Epigenetic reg: 0.8%

How did COc1ccc(Cl)cc1NC(=O)c1cc(S(=O)(=O)N2CCc3ccccc32)cn1C do in these assays?
Lamin A splicing: 10.6%[46 µM]; Epigenetic reg: 1.1%

What do the screens show for `O=C(COCc1cc(-c2ccc3c(c2)OCO3)on1)NCc1ccc(F)cc1`?
Lamin A splicing: inconclusive; Epigenetic reg: -1.2%

Results for CN(C)c1ccc(CNC(=O)c2ccc3c(c2)N(C)C(=O)C2CCCCN32)cc1 (stereo unspecified) ?
Lamin A splicing: inconclusive; Epigenetic reg: -1.7%

How did Cc1ccc(OCC(=O)Nc2ccc3nc(SCc4ccccc4)sc3c2)cc1 do in these assays?
Lamin A splicing: 12.8%[46 µM]; Epigenetic reg: 0.0%

Results for CC(C)CCNC(=O)C1CCC(Cn2c(=O)c3sccc3n(CC(=O)NC(C)C)c2=O)CC1 (stereo unspecified) ?
Lamin A splicing: inconclusive; Epigenetic reg: 1.5%

Results for COc1ccc(C(=O)CCC(=O)Nc2ccc(OC)c(Cl)c2)cc1 ?
Lamin A splicing: -6.5%[46 µM]; Epigenetic reg: -1.1%

What do the screens show for `Cc1ccc(C)n1-c1c(C(=O)NCCC(C)C)sc2ncccc12`?
Lamin A splicing: -4.0%[46 µM]; Epigenetic reg: -0.9%

How did Cc1ccc2[nH]c(CSc3nnc(NC(=O)COc4ccccc4C)s3)cc(=O)c2c1 do in these assays?
Lamin A splicing: 13.2%[46 µM]; Epigenetic reg: 3.5%

How did COc1ccc(S(=O)(=O)c2c(Nc3ccccc3F)sc(C(=O)c3cccc(OC)c3)c2N)cc1 do in these assays?
Lamin A splicing: inconclusive; Epigenetic reg: 0.0%

How did CC1CCN(S(=O)(=O)c2ccc3c(ccc(=O)n3CC(=O)NCc3ccccc3)c2)CC1 do in these assays?
Lamin A splicing: inconclusive; Epigenetic reg: 0.0%

How did CCC1CN(C(=O)N2CCC(C(=O)NCc3cccs3)CC2)c2cc(C)ccc2O1 (stereo unspecified) do in these assays?
Lamin A splicing: 10.5%[46 µM]; Epigenetic reg: 0.8%

What do the screens show for `CC(C)Oc1ccc(CNC(=O)CCCn2c(=O)c3cccn3c3ccccc32)cc1`?
Lamin A splicing: 8.1%[46 µM]; Epigenetic reg: 1.4%

Random excerpt: 5 records from the list, in no set order.
Results for CN(C)c1ccc(CNC(=O)c2ccc3c(c2)N(C)C(=O)C2CCCCN32)cc1 (stereo unspecified) ?
Lamin A splicing: inconclusive; Epigenetic reg: -1.7%

How did Cc1ccc(OCC(=O)Nc2ccc3nc(SCc4ccccc4)sc3c2)cc1 do in these assays?
Lamin A splicing: 12.8%[46 µM]; Epigenetic reg: 0.0%

How did COc1ccc(C(=O)Nc2ccc3c(c2)CCCN3S(=O)(=O)c2ccc(C)cc2)cc1 do in these assays?
Lamin A splicing: inconclusive; Epigenetic reg: 0.9%

What do the screens show for `Cc1ccc(C)n1-c1c(C(=O)NCCC(C)C)sc2ncccc12`?
Lamin A splicing: -4.0%[46 µM]; Epigenetic reg: -0.9%

Results for O=C(Nc1cc(Cl)cc(Cl)c1)c1ccc(F)c(S(=O)(=O)N2CCc3ccccc32)c1 ?
Lamin A splicing: inconclusive; Epigenetic reg: 3.5%

The list continues.
How did COc1ccccc1Cc1nc2ccccc2nc1SCC(=O)Nc1ccc2c(c1)OCO2 do in these assays?
Lamin A splicing: inconclusive; Epigenetic reg: 4.5%

What do the screens show for `Cc1cc(=O)[nH]c2nnc(SCC(=O)NC(C)(C)C)n12`?
Lamin A splicing: 10.0%[46 µM]; Epigenetic reg: 3.2%

How did CC(=O)Nc1ccc(NS(=O)(=O)c2ccc3c(c2)CC(C)N3C(=O)C2CCC2)cc1 (stereo unspecified) do in these assays?
Lamin A splicing: -31.4%[46 µM]; Epigenetic reg: -0.4%

Results for Cc1ccc(NC(=O)C(=O)NCC(c2ccc3c(c2)OCO3)N2CCN(C)CC2)cc1C (stereo unspecified) ?
Lamin A splicing: inconclusive; Epigenetic reg: inconclusive

Results for CC(=O)c1ccc(NC(=O)CSC2=Nc3ccccc3N=C(c3ccc(F)cc3)C2)cc1 ?
Lamin A splicing: -18.1%[46 µM]; Epigenetic reg: 3.4%

How did CCCC(=O)Nc1nnc(S(=O)(=O)N(C)c2ccccc2)s1 do in these assays?
Lamin A splicing: 27.2%[46 µM]; Epigenetic reg: inconclusive

How did COc1ccc(-c2cn3c(n2)sc2cc(C(=O)NCCCc4ccccc4)ccc23)cc1 do in these assays?
Lamin A splicing: 7.6%[46 µM]; Epigenetic reg: 2.5%

Results for CC(C)(C)C(=O)NC1CC(=O)N(c2ccc3c(c2)OCCO3)C1 (stereo unspecified) ?
Lamin A splicing: -1.6%[46 µM]; Epigenetic reg: 0.9%

What do the screens show for `COc1cc(NS(=O)(=O)c2ccc3c(c2)CCN3S(C)(=O)=O)cc(OC)c1`?
Lamin A splicing: -0.3%[46 µM]; Epigenetic reg: 1.4%

How did COc1ccccc1-c1cc(C(=O)NCc2ccccc2)c2c(-c3ccc(C)cc3)[nH]nc2n1 do in these assays?
Lamin A splicing: -4.0%[46 µM]; Epigenetic reg: -1.3%

Results for CCOC(=O)c1c(S(=O)(=O)N2CCCC(C(=O)Nc3ncccc3C)C2)c(C)n(C)c1C (stereo unspecified) ?
Lamin A splicing: inconclusive; Epigenetic reg: 1.3%

How did Cc1cc2c(cc1S(=O)(=O)Nc1ccc(C(C)C)cc1)OCCN2C do in these assays?
Lamin A splicing: -2.5%[46 µM]; Epigenetic reg: 0.0%

How did Cc1cccc(OCC(=O)Nc2ccc(S(=O)(=O)N(Cc3ccccc3)c3ccccc3)cc2)c1 do in these assays?
Lamin A splicing: inconclusive; Epigenetic reg: -2.4%

What do the screens show for `Cc1cccc(C(=O)N2CCc3cc(CNC(=O)Cc4ccc(F)cc4)ccc32)c1`?
Lamin A splicing: inconclusive; Epigenetic reg: 0.0%

Results for O=S(=O)(NCc1ccc(F)cc1)c1ccc(N2CCCCS2(=O)=O)cc1 ?
Lamin A splicing: 7.5%[46 µM]; Epigenetic reg: -3.3%

How did CCc1ccc(NC(=O)Cn2c(=O)c3cccn3c3ccccc32)cc1 do in these assays?
Lamin A splicing: -17.0%[46 µM]; Epigenetic reg: 0.0%

Results for CCc1ccc(CNC(=O)CN2C(=O)CSc3ccc(S(=O)(=O)N4CCOCC4)cc32)cc1 ?
Lamin A splicing: 4.8%[46 µM]; Epigenetic reg: 0.9%

What do the screens show for `CCn1ccc2c(OCC(=O)NCc3ccc(C)cc3)cccc2c1=O`?
Lamin A splicing: 13.6%[46 µM]; Epigenetic reg: 3.2%

How did COc1ccccc1N1CCN(S(=O)(=O)c2cc(C(=O)Nc3ccc(Oc4ccccc4)cc3)ccc2F)CC1 do in these assays?
Lamin A splicing: inconclusive; Epigenetic reg: 1.8%

Results for Cc1c(C(=O)NCc2cccc(Cl)c2)sc2nc3n(c(=O)c12)CCCC3 ?
Lamin A splicing: inconclusive; Epigenetic reg: 0.0%

Screens as filed in PubChem.

These rows are one share of the data; rates above refer to the full screens.
